# Screens as filed in PubChem BioAssay.
# GASC1 inh = KDM4C (human) demethylase inhibition | GST-KDM4C 2-372, H3K9me3 peptide, LANCE TR-FRET | hit rate 0.15% among 96,000 | Q9H3R0 | AID 720574 | inhibition, % at 12.5 µM;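 active means mean replicate inhibition above about 25%, with at least 55% of replicates also reaching it, limit read from the data, passing the limit was not always enough; inconclusive means only one of those two conditions met; inactive means neither condition met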
# Target sequence (Q9H3R0 2-372 limits assumed): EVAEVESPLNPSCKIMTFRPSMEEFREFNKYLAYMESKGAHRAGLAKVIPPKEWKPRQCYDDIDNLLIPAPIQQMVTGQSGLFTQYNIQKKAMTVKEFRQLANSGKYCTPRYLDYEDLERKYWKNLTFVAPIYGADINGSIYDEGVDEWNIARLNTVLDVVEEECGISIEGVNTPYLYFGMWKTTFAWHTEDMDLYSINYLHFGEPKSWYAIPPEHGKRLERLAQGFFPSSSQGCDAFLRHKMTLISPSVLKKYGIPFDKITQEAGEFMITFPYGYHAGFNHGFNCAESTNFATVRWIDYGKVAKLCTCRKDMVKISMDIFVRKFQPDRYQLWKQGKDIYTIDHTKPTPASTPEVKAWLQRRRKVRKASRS
#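 material = GST-tagged GASC-1 (JMJD2C) catalytic fragment, aa 2-372 | amount = enzyme final amount 10 nM | medium = HEPES buffer, pH 7.5, plus ascorbate | also added = H3K9me3 peptide substrate, Fe(II), 2-oxoglutarate | dosing = single dose | times = 30 min demethylation and 1 h detection at room temperature | detection = LANCE TR-FRET | read-out basis = Fall in 671/618 emission ratio as inhibition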
# Pf Dd2 inh = inhibitors of Plasmodium falciparum Dd2 growth | P. falciparum Dd2 growth, SYBR Green, 72 h; stronger effect = lower value | activity change, % at 10 µM | hit rate 2.3% among 94,000; in the data active means activity change below about -80%; inconclusive means no clear call, values can overlap the other calls
# Tcruzi prolif = inhibitors of T. cruzi proliferation | hit rate 5.9% among 77,000 | T. cruzi beta-gal in NIH3T3, GalScreen luminescence, 90 h | inhibition, % at 8.34 µM;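 active means mean inhibition above about 93%, with at least 55% of replicates each passing it, limit read from the data, passing the limit was not always enough; inconclusive means only one of those two conditions holds; inactive means neither condition holds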
# C diff HTS = inhibitors of Clostridium difficile growth | growth activity, negative = inhibition, % at 16 µg/mL (by protocol) | Clostridium difficile clinical isolate growth, OD600, 24 h; stronger effect = lower value | hit rate 0.25% among 86,000;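 active means mean growth activity at or below -80% and every replicate also at or below -80%; inconclusive means mean at or below -80% but some replicate above -80%; inactive means mean growth activity above -80%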;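 further: 0% = DMSO wells and -100% = levofloxacin 16 µg/mL wells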
# Numbers without * were called inactive; u = inconclusive; x = no result given; + = active, no number; & = joins results of further samples.
SMILES,GASC1 inh,Pf Dd2 inh,Tcruzi prolif,C diff HTS
C[C@@H]1CN([C@H](C)CO)C(=O)c2c(c3ccccc3n2C)-c2ccccc2CO[C@H]1CN(C)C(=O)Nc1ccc2c(c1)OCO2,0.0,-69,73,-3
CCN1[C@@H]2c3ccc(-c4cccc(F)c4)c(=O)n3C[C@H]1[C@H](CO)[C@H]2C(=O)N(C)C,-1.0,21,27,-5
O=C(c1ccc(F)cc1)N1CC(=O)N2[C@H](C1)[C@H](c1ccc(-c3cccnc3)cc1)[C@@H]2CO,-0.4,-6,x,-3
CC(C)NC(=O)Nc1ccc2c(c1)C(=O)N([C@@H](C)CO)C[C@@H](C)[C@H](CN(C)Cc1ccc(Oc3ccccc3)cc1)O2,1.6,-18,x,-6
CC(C)(C)[S@@](=O)N1Cc2cc(C(=O)NC3CCC3)nc(-c3cccc(-c4ccccc4F)c3)c2[C@H]1CCO,-3.5,-30,75,x
CNC[C@H]1Oc2cc(Br)ccc2S(=O)(=O)N([C@@H](C)CO)C[C@H]1C,-1.3,6&-17,x,0&-3
CC(C)NC(=O)Nc1ccc2c(c1)CC(=O)N([C@H](C)CO)C[C@@H](C)[C@@H](CN(C)C(=O)NC1CCCCC1)O2,1.0,14,-3,0
O=C(c1ccc(F)cc1)N1CCCCN2[C@H](C1)[C@H](c1ccc(/C=C/c3ccccc3)cc1)[C@@H]2CO,-1.1,-13,u,-5
C[C@@H]1CCCCO[C@@H](CN(C)C)[C@@H](C)CN([C@H](C)CO)C(=O)c2cc(NS(=O)(=O)c3ccc(Cl)cc3)ccc2O1,0.7,-23,-1,x
CO[C@H]1CN(C)C(=O)c2cc(NC(=O)c3ccc(F)cc3)ccc2OC[C@H](C)N(C(C)=O)C[C@@H]1C,0.2,6,-13,0
COc1ccc(CNC(=O)C[C@H]2C=C[C@@H](NC(=O)c3ccc4c(c3)OCO4)[C@@H](CO)O2)cc1,x,2,x,-3
C[C@H](CO)N1C[C@H](C)[C@H](CN(C)C(=O)Nc2cccc3ccccc23)Oc2ccc(NC(=O)c3ccncc3)cc2C1=O,0.6,-3,24,0
C[C@H](CO)N1C[C@H](C)[C@H](CN(C)Cc2ccc(-c3ccccc3)cc2)Oc2ccc(NC(=O)Nc3ccc4c(c3)OCO4)cc2CC1=O,-1.2,-5,65,20
COc1ccccc1CNC(=O)C[C@H]1C[C@H]2c3cc(NS(=O)(=O)c4ccc(F)cc4)ccc3O[C@H]2[C@@H](CO)O1,0.3,-1,-39,2
CN1CCN(C(=O)[C@H]2[C@H](CO)[C@H]3Cn4c(cccc4=O)[C@@H]2N3Cc2ccncc2)CC1,1.2,x,+,-6
CCC(=O)N1C[C@H](C)[C@@H](OC)CN(C)C(=O)c2cc(NC(=O)C3CC3)ccc2OC[C@H]1C,0.1,0,-31,-2
COc1cccc(-c2ccccc2[C@H]2[C@@H](C#N)N(C(=O)c3ccccn3)[C@@H]2CO)c1,0.9,-19,x,11
C[C@H](CO)N1C[C@H](C)[C@H](CN(C)Cc2ccc(Oc3ccccc3)cc2)Oc2ccc(NS(=O)(=O)c3cccs3)cc2C1=O,-1.6,-19,7,x
C[C@@H]1CN([C@@H](C)CO)C(=O)Cc2cc(NC(=O)c3ccncc3)ccc2O[C@@H]1CN(C)Cc1ccc(C(=O)O)cc1,0.1,14,x,-4
O=C(CN1CCOCC1)N1CC[C@@H]2[C@@H](CO)Nc3ccc(-c4ccccc4)cc3[C@@H]21,0.2,36,65,-4
O=C(N[C@@H]1C=C[C@H](CC(=O)N2CCN(c3ccccc3)CC2)O[C@@H]1CO)c1ccccc1,-1.6,6,x,-7
COc1ccccc1CNC(=O)C[C@@H]1C[C@H]2c3cc(NC(=O)Nc4ccc(C(F)(F)F)cc4)ccc3O[C@H]2[C@@H](CO)O1,-0.3,-56,56,0
C[C@H]1CN([C@@H](C)CO)C(=O)c2cc(NC(=O)Nc3cccc4ccccc34)ccc2O[C@H]1CN(C)S(=O)(=O)c1cccs1,-9.0,-3,79,x
N#C[C@H]1[C@H](c2ccccc2C2=CCCCC2)[C@@H](CO)N1C(=O)c1cccc(F)c1,-1.3,-35,x,-3
CN1C(=O)c2cc(NC(=O)c3ccc(C(F)(F)F)cc3)ccc2OC[C@@H]2O[C@@H](CC(=O)O)CC[C@@H]21,1.2,7,56,3
C[C@@H]1CCCCO[C@@H](CN(C)C(=O)Nc2ccc(C(F)(F)F)cc2)[C@H](C)CN([C@@H](C)CO)C(=O)c2cc(NC(=O)CCC(F)(F)F)ccc2O1,0.3,6,101*,6
C/C=C/c1ccc2c(c1)O[C@H](CN(C)C(=O)c1ccc3c(c1)OCO3)[C@@H](C)CN([C@H](C)CO)S2(=O)=O,-0.7,-56,40,0
C[C@@H]1CN([C@H](C)CO)C(=O)c2cc(N(C)C)ccc2O[C@@H](C)CCCCO[C@H]1CN(C)C(=O)Nc1ccc(C(F)(F)F)cc1,-3.5,-60,41,3
CCCNC(=O)[C@@H]1[C@@H](CO)[C@@H]2Cn3c(ccc(/C=C/c4ccccc4)c3=O)[C@H]1N2C(=O)c1ccccc1,-1.0,-9,13,2
COc1ccccc1CN(C)C[C@@H]1OCc2ccccc2-c2ccccc2C(=O)N([C@H](C)CO)C[C@@H]1C,-1.7,-14,-7,0
C[C@H](CO)N1C[C@H](C)[C@@H](CN(C)S(=O)(=O)c2cn(C)cn2)OCCCC[C@H](C)Oc2ccc(NC(=O)Cc3ccccc3)cc2C1=O,0.6,9,73,1
O=C(Cc1ccccn1)NCC[C@@H]1CC[C@H](NC(=O)Nc2ccc(Cl)cc2)[C@@H](CO)O1,-0.3,-7,-14,1
CC(C)C#Cc1cnc2c(c1)C(=O)N([C@@H](C)CO)C[C@@H](C)[C@@H](CN(C)C(=O)Nc1cc(F)ccc1F)O2,0.7,x,61,4
COc1ccccc1NC(=O)N[C@H]1CC[C@H](CCNC(=O)c2ccc3c(c2)OCO3)O[C@@H]1CO,0.6,-4,-60,x
CCC(=O)N(C)C[C@@H]1Oc2cc(-c3cccnc3)ccc2S(=O)(=O)N([C@@H](C)CO)C[C@H]1C,0.1,36,-23,-1
Cc1noc(C)c1NC(=O)Nc1ccc2c(c1)C(=O)N([C@H](C)CO)C[C@H](C)[C@@H](CN(C)Cc1ccc(Oc3ccccc3)cc1)O2,4.6,23,3,-5
C[C@@H]1CN([C@H](C)CO)C(=O)c2cc(C#Cc3cccc(F)c3)cnc2O[C@H]1CN(C)Cc1ccccn1,0.1,-12,85,-2
C[C@H](CO)N1C[C@H](C)[C@@H](CN(C)Cc2ccc(-c3ccccc3)cc2)OCc2ccccc2-c2c(n(C)c3ccccc23)C1=O,-3.3,-92*,x,34
Cc1ccc(S(=O)(=O)Nc2ccc3c(c2)C(=O)N([C@H](C)CO)C[C@H](C)[C@@H](CN(C)C(=O)NC2CCCCC2)OCCCC[C@H](C)O3)cc1,-2.3,-13,58,-8
CCCC#Cc1ccc([C@H]2[C@@H](CO)N3C(=O)CN(C(=O)c4ccccn4)C[C@@H]23)cc1,1.2,12,x,11
CCCC#Cc1ccc2c(c1)O[C@@H](CN(C)C(=O)c1ccccc1)[C@H](C)CN([C@H](C)CO)S2(=O)=O,-0.7,-70,90,5
O=C(C[C@@H]1CC[C@@H](NC(=O)Nc2ccccc2F)[C@@H](CO)O1)NCc1ccc(-c2ccccc2)cc1,0.1,-8,x,3
C[C@@H]1CN([C@@H](C)CO)C(=O)c2cc(NC(=O)C3CCCCC3)ccc2O[C@H]1CN(C)Cc1ccc(-c2ccccc2)cc1,-0.4,-40,110*,x
O=C(Nc1ccc(F)cc1)N1CCCCN2[C@@H](CO)[C@@H](c3ccc(-c4ccccc4F)cc3)[C@@H]2C1,x,-32,103*,29
O=C(Nc1ccccc1F)N[C@H]1CC[C@H](CCNC(=O)C2CCCC2)O[C@@H]1CO,-2.7,3,x,-2
C[C@H](CO)N1C[C@H](C)[C@H](CN(C)C(=O)Nc2cccc3ccccc23)Oc2ncc(C#CC(C)(C)O)cc2C1=O,0.4,4,-27,-3
C[C@@H]1CN([C@H](C)CO)C(=O)c2cc(NC(=O)c3ccncc3)ccc2O[C@H]1CN(C)Cc1ccc(-c2ccccc2)cc1,13,-29,x,-11
CCS(=O)(=O)N1[C@H](C#N)[C@@H](c2ccc(C#CC(C)C)cc2)[C@H]1CO,-0.3,8,11,5
COCC(=O)N1C[C@@H]2[C@H](c3ccccc31)[C@H](CO)N2C(=O)NC(C)C,-1.4,-3,36,-3
CO[C@H]1CN(C)C(=O)c2ccc(NC(=O)NC(C)C)cc2OC[C@H](C)N(S(C)(=O)=O)C[C@H]1C,2.1,38,x,-3
CO[C@@H]1CN(C)C(=O)c2ccc(NC(C)=O)cc2OC[C@H](C)N(C(=O)C2CCOCC2)C[C@H]1C,-0.4,31,5,x
C[C@@H]1CCCCO[C@H](CN(C)Cc2ccc(C(=O)O)cc2)[C@H](C)CN([C@H](C)CO)C(=O)c2cc(NS(=O)(=O)c3ccc(Cl)cc3)ccc2O1,-0.1,-29,-5,-4
CCCNC(=O)N(C)C[C@H]1Oc2ncc(-c3ccccc3F)cc2C(=O)N([C@@H](C)CO)C[C@@H]1C,0.2,20,x,7
CN(C)C(=O)C[C@H]1C=C[C@H](NC(=O)C2CCC2)[C@@H](CO)O1,0.8,-5,-9,1
C[C@@H]1CN([C@@H](C)CO)C(=O)Cc2cc(NC(=O)Nc3ccc(F)cc3)ccc2O[C@H]1CN(C)CC1CC1,-0.3,-1,17,3
CC(C)NC(=O)N(C)C[C@@H]1Oc2cc(Br)ccc2S(=O)(=O)N([C@@H](C)CO)C[C@H]1C,1.3,29&21,-25&-26,2&-3
C[C@@H]1CN([C@H](C)CO)C(=O)c2cc(NS(=O)(=O)c3ccccc3)ccc2O[C@@H](C)CCCCO[C@@H]1CN(C)C,0.1,x,69,1
C[C@H]1CCCCO[C@@H](CN(C)S(=O)(=O)c2cn(C)cn2)[C@@H](C)CN([C@@H](C)CO)C(=O)c2cc(NS(=O)(=O)c3ccc(Cl)cc3)ccc2O1,0.8,-48,-19,5
OC[C@@H]1[C@H]2c3ccccc3NC[C@H]2N1CC1CCOCC1,-2.1,9,-37,10
O=S(=O)(c1ccc(F)cc1)N1CCCCN2[C@H](C1)[C@H](c1ccc(C#CC3CC3)cc1)[C@@H]2CO,-0.1,-29,112,6

# (more compounds)
SMILES,GASC1 inh,Pf Dd2 inh,Tcruzi prolif,C diff HTS
C[C@H](CO)N1C[C@H](C)[C@@H](CN(C)C(=O)NC2CCCCC2)Oc2ccc(NC(=O)Nc3ccccc3)cc2CC1=O,0.3,-19,55,-1
C[C@@H](NC(=O)C[C@H]1CC[C@H](NC(=O)Cc2ccccn2)[C@@H](CO)O1)c1ccccc1,1.3,9,4,x
C[C@H]1CN([C@@H](C)CO)C(=O)Cc2cc(NS(C)(=O)=O)ccc2O[C@H]1CN(C)Cc1ccc(Oc2ccccc2)cc1,-0.2,1,x,-21
O=C(C[C@H]1C[C@@H]2c3cc(NC(=O)CC4CC4)ccc3O[C@@H]2[C@@H](CO)O1)NCc1ccc(Cl)cc1,1.7,-27,-30,x

# Two entries from above, set out differently.
Compound	GASC1 inh	Pf Dd2 inh	Tcruzi prolif	C diff HTS
C[C@@H](NC(=O)C[C@H]1CC[C@H](NC(=O)Cc2ccccn2)[C@@H](CO)O1)c1ccccc1	1.3	9	4	x
C[C@H]1CN([C@@H](C)CO)C(=O)Cc2cc(NS(C)(=O)=O)ccc2O[C@H]1CN(C)Cc1ccc(Oc2ccccc2)cc1	-0.2	1	x	-21

# Results in C diff HTS, Tcruzi prolif and GASC1 inh, for six of the compounds above:
SMILES | C diff HTS | Tcruzi prolif | GASC1 inh
C[C@@H]1CN([C@H](C)CO)C(=O)c2c(c3ccccc3n2C)-c2ccccc2CO[C@H]1CN(C)C(=O)Nc1ccc2c(c1)OCO2 | -3 | 73 | 0.0
O=C(Nc1ccccc1F)N[C@H]1CC[C@H](CCNC(=O)C2CCCC2)O[C@@H]1CO | -2 | x | -2.7
C[C@H]1CCCCO[C@@H](CN(C)S(=O)(=O)c2cn(C)cn2)[C@@H](C)CN([C@@H](C)CO)C(=O)c2cc(NS(=O)(=O)c3ccc(Cl)cc3)ccc2O1 | 5 | -19 | 0.8
COc1ccc(CNC(=O)C[C@H]2C=C[C@@H](NC(=O)c3ccc4c(c3)OCO4)[C@@H](CO)O2)cc1 | -3 | x | x
CCN1[C@@H]2c3ccc(-c4cccc(F)c4)c(=O)n3C[C@H]1[C@H](CO)[C@H]2C(=O)N(C)C | -5 | 27 | -1.0
C[C@@H]1CN([C@@H](C)CO)C(=O)Cc2cc(NC(=O)c3ccncc3)ccc2O[C@@H]1CN(C)Cc1ccc(C(=O)O)cc1 | -4 | x | 0.1

# This is a random part of the collection; 6.7% or so of the library scored in one or more.
